Screens deposited in PubChem BioAssay by National Center for Advancing Translational Sciences (NCATS).
POLK inh: blocks human DNA polymerase kappa activity; Q9UBT6; purified Pol kappa, fluorescent DNA synthesis assay, 10 min; Potency, µM (titrated, usually from 107 µM), without a hit: at the highest dose activity, negative = inhibition, most hits filed as inhibitors; hit rate 0.53% among 400,000; AID 588579; note: % is set by controls: 0 for no effect and ±100 for the full control effect
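Enzyme at 10 nM met test compounds for 15 min at room temperature. Substrate addition (50 nM final) began the reaction, which was monitored by fluorescence at 0 and 10 min.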
BAZ2B block: blocks human BAZ2B; Q9UIF8; hit rate 4.4% among 360,000; AlphaScreen BAZ2B-H3K14Ac peptide displacement; Potency, µM (top dose mostly 114 µM), for the others: at the highest dose activity change, negative = inhibition, usual class: inhibitors; note: % is set by controls: 0 for no effect and ±100 for the full control effect; nearly all actives have a fitted effect of over 60% in size
Target sequence (Q9UIF8 whole entry, looked up): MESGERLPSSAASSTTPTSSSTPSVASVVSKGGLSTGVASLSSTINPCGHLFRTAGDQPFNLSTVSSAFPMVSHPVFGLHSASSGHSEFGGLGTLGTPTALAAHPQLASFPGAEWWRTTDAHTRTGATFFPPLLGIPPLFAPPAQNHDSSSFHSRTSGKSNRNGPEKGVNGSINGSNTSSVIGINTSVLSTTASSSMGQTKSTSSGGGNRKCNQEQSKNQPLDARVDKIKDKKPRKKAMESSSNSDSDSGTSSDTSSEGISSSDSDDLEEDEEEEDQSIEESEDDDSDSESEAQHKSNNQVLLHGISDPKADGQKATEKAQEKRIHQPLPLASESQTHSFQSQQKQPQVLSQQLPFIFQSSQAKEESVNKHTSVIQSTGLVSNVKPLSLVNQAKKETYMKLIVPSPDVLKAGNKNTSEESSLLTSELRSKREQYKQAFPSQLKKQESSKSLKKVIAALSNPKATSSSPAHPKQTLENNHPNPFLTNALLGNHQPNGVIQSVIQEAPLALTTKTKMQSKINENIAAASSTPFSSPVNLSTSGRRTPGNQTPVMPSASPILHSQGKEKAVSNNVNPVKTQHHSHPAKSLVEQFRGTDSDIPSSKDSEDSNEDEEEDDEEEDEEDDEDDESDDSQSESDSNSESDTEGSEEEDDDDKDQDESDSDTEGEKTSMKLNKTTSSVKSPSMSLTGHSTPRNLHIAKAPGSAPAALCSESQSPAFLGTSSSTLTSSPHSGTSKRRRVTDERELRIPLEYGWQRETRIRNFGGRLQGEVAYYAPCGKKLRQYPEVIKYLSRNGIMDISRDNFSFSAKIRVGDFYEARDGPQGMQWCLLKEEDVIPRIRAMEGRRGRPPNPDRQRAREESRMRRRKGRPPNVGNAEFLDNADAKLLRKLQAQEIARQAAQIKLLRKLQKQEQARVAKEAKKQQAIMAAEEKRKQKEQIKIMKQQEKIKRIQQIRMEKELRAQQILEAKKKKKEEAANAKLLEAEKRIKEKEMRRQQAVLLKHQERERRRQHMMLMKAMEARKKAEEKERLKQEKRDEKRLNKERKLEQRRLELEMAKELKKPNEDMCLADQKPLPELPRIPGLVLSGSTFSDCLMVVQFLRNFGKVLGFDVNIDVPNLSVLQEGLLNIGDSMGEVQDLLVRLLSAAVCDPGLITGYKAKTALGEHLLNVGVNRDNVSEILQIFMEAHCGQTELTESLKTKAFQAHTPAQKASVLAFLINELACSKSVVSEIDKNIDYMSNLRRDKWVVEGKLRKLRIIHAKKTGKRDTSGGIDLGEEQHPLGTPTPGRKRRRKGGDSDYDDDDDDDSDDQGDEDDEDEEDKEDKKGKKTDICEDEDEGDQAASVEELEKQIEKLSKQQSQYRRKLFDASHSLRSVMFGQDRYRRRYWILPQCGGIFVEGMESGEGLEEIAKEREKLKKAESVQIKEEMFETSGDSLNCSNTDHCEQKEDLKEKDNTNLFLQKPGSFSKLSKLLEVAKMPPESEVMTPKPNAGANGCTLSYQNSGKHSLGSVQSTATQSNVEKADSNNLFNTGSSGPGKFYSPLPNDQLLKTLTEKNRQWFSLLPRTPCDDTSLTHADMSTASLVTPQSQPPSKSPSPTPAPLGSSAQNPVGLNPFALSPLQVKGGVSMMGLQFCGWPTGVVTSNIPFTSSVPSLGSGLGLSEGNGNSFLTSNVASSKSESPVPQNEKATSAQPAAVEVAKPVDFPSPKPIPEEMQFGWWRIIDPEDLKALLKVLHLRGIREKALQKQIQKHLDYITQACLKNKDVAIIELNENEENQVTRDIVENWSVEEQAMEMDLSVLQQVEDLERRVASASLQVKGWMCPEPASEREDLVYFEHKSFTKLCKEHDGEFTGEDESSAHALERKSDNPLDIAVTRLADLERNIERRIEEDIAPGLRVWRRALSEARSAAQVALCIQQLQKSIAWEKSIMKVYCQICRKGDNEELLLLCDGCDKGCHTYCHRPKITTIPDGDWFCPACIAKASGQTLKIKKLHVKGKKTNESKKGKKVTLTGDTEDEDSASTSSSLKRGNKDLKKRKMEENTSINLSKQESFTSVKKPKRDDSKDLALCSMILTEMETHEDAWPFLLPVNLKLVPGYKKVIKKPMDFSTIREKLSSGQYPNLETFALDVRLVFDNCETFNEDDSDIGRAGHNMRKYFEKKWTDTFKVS
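BAZ2B 50 nM plus b-H3(5-23)K14Ac 50 nM, PBS pH 7.4/0.01% Tween-20, 30 min RT; compound added (max 110 uM), 30 min RT; streptavidin donor/Ni-chelate acceptor beads 10 ug/mL final, 20 min dark; AlphaScreen read.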
APEX1 inh: inhibitors of human APE1 endonuclease; P27695; recombinant APE1, TAMRA/BHQ-2 abasic DNA cleavage fluorescence; Potency, µM (top dose mostly 65.8 µM), without a hit: top-dose activity change, negative = inhibition, hits mostly inhibitors; hit rate 0.35% among 350,000; AID 2517;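 note: plate controls were vehicle for no effect and reference inhibitor for full effect; nearly all actives have a fitted effect of over 55% in size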
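Incision of a quenched TAMRA/BHQ-2 THF abasic-site duplex (50 nM) by 0.75 nM APE1, after 15 min compound preincubation, measured as fluorescence increase over three 60 s reads. Values normalized to buffer, DMSO and NSC13755 control wells.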
JMJD2A Tudor inh: blocks the human JMJD2A Tudor domain. O75164. AlphaScreen JMJD2A-Tudor / H3K4me3 peptide binding. Potency, µM (series often up to 114 µM), for the others: at the top dose activity change, negative = inhibition, hits mostly inhibitors. hit rate 4.4% among 390,000; note: % is set by controls: 0 for no effect and ±100 for the full control effect; nearly all actives have a fitted effect of over 50% in size
G9a block: blocks human histone lysine methyltransferase G9a; hit rate 8.8% among 350,000; Q96KQ7; G9a H3K9 monomethylation, AlphaScreen, 2 h; Potency, µM (highest dose often 102 µM), inactives show top-dose activity, negative = inhibition, most hits filed as inhibitors; note: % is set by controls: 0 for no effect and ±100 for the full control effect; nearly all actives have a fitted effect of over 75% in size
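G9a (20 nM) was preincubated 15 min with compound, then reacted 2 h at room temperature with 500 nM biotin-H3K9 peptide and 20 µM SAM. Monomethyl-H3K9 detected by AlphaScreen using anti-H3K9me1 antibody.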
POLI inh: blocks human DNA polymerase iota activity; Q9UNA4; Pol iota fluorescent replication assay, 10 min; Potency, µM (doses to about 115 µM), for inactives: at the top dose activity, negative = inhibition, actives largely listed as inhibitors; hit rate 1% among 390,000; AID 588590
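Fluorescent replication assay read twice, at 0 min and 10 min after adding 50 nM (final) substrate. Enzyme (10 nM) and compounds were first incubated 15 min at room temperature; enzyme-free buffer wells were negative controls.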
POLB inh: blocks human DNA polymerase beta activity | P06746 | Pol beta primer extension/strand displacement, fluorescence kinetic | Potency, µM (top dose mostly 114 µM), for the others: at the highest dose activity change, negative = inhibition, actives largely listed as inhibitors | hit rate 1.3% among 340,000 | AID 485314; note: % is set by controls: 0 for no effect and ±100 for the full control effect
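Preincubation: enzyme (10 nM) with compound, 15 min, RT. Reaction: substrate added to 50 nM final. Reads: 0 and 10 min. Analysis: normalized, Hill fit.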
POLH inh: blocks human DNA polymerase eta activity | Q9Y253 | recombinant Pol eta, fluorescent DNA replication assay | Potency, µM (doses to about 114 µM), for the others: at the highest dose activity change, negative = inhibition, usual class: inhibitors | hit rate 1.2% among 390,000; note: % is set by controls: 0 for no effect and ±100 for the full control effect
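Pol eta (10 nM) was preincubated with compounds for 15 min at room temperature, after which fluorescent replication substrate (50 nM final) was added to start the reaction. Fluorescence was read kinetically at 0 and 10 min.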
BLM inh: Bloom syndrome helicase (human) inhibition; P54132; recombinant BLM DNA unwinding, fluorescence dequenching; Potency, µM (highest dose often 56.1 µM), inactives show at the highest dose activity change, negative = inhibition, hits mostly inhibitors; hit rate 0.2% among 350,000; AID 2528;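 note: plate controls were vehicle for no effect and no enzyme for full effect; nearly all actives have a fitted effect of over 35% in size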
An asterisk follows results filed as active; ? = inconclusive; . = no result given; [ ] = dose if it differs, or a comment. Calls come from the whole dose curve; as a rule, active = well fitted curve in the direction sought with a large enough effect; inconclusive = small, poorly fitted or top-dose-only effect, or another doubt; inactive = no such curve, though single readings can be large; an effect the other way counts as inactive or inconclusive. Potency is the fitted concentration of half-maximal effect. The list is partial; the hit share may differ from the screen's.

structure,POLK inh,BAZ2B block,APEX1 inh,JMJD2A Tudor inh,G9a block,POLI inh,POLB inh,POLH inh,BLM inh
Cc1cccc(-c2nc(SCCCOc3ccccc3Cl)n3[nH]c(=O)cc3n2)c1,-13%,-3%,.,-22%,24%[59 µM],-3%,?,?,-11%
CCc1c(C)sc(NC(=O)C2c3ccccc3Oc3ccccc32)c1C(=O)OC(C)C,-10%,-1%,.,4%,-6%[59 µM],-5%,-29%,-3%,-9%
Cc1cccn2c(=O)c3cc(C#N)c(=O)n(-c4nnc(SCc5ccc(Cl)cc5)s4)c3nc12,-15%,8%,.,-5%,29%[59 µM],?,?,.,-13%
COc1ccccc1C(=O)NC(CCSC)C(=O)N1CCN(C/C=C/c2ccccc2)CC1 (configuration not stated),-1%,?,15%,?,56µM*,16%,.,-25%,.
Cn1c(/C(C#N)=C/C2CC=CCC2)nc2ccccc21 (configuration not stated),-6%,8%,3%,-8%,-29%,?,-1%,5%,-7%
Cc1cc(C(=O)Nc2ccc3ccccc3c2)oc1C,-9%,-23%,31%,-24%,?,27%,-18%,-7%,-5%
O=C(NCc1ccco1)c1ccc2nccnc2c1,-11%,-17%,19%,-14%,26%,-10%,20%,-15%,-5%
Cc1cccc(C(=O)OCC(=O)N2CC(C)OC(C)C2)c1C (configuration not stated),-17%,-3%,20%,-13%,24%,20%,11%,7%,-3%
Cc1ccc(CCNC(=O)CCn2ccc3cc(S(=O)(=O)N4CCCC4)ccc32)cc1,-10%,-14%,-4%,?,16%,2%,-10%,-7%,-3%
Cn1cnnc1Sc1ccc(S(C)(=O)=O)cc1[N+](=O)[O-],-15%,5%,-16%,-4%,.,84%[activator],105%,2%,-2%
Cc1cc(C)c(NC(=O)CO/N=C2\CCCc3nonc32)c(C)c1,0%,8%,-1%,3%,-4%,126%[activator],9%,-12%,0%
Cc1ccc(NC(=O)CN2C(=O)N/C(=C/c3ccco3)C2=O)cc1,?,-7%,3.2µM*,-33%,0%[0.0925 µM],13µM*,6.3µM*,?,-19%
CCOC(=O)C(O)(CC(=O)c1ccc(Cl)cc1)C(=O)OCC,-10%,-1%,-2%,-5%,-10%,189%[activator],26%,-23%,-4%
CC1CCN(c2nc3c(c(=O)n(C)c(=O)n3C)n2CCSc2nc3ccccc3s2)CC1,-6%,-4%,3%,-22%,7%[59 µM],22%,27%,-22%,-2%
Cc1cc(C(=O)NC(=S)Nc2cccc(C(=O)O)c2C)ccc1[N+](=O)[O-],-4%,.,-3%,-22%,?,36%,-7%,-16%,0%
CC(C)(C)c1ccc(C(=O)N2CCN(Cc3cc(=O)n4nc(-c5ccccc5F)sc4n3)CC2)cc1,0%[60.1 µM],2%,.,6%,-3%[59 µM],-2%,-20%,-9%,-1%
COc1ccc(N2CCN(C(=O)c3sc4nc(-c5ccc(F)cc5)cn4c3C)CC2)cc1,10%,6%,14%,-10%,?,-4%,0%,-5%,-3%
O=C(/C=C/c1ccc(Br)cc1)Nc1ccc(S(=O)(=O)Nc2ncccn2)cc1,-17%,89µM*,-2%,-14%,.,-25%,0%,2%,1%
CCc1ccc(Nc2ncc3c(n2)CC(c2ccco2)CC3=O)cc1 (configuration not stated),-8%,-5%,1%,3%,?,31%,10%,-16%,-3%
O=C(CCCCn1c(=O)c2ccccc2n(CC(=O)Nc2ccccc2)c1=O)NCc1ccccc1Cl,-5%,5%,.,-14%,-31%[59 µM],-3%,-18%,-4%,-4%

Four entries picked at random from the list so far:
structure,POLK inh,BAZ2B block,APEX1 inh,JMJD2A Tudor inh,G9a block,POLI inh,POLB inh,POLH inh,BLM inh
CCc1ccc(Nc2ncc3c(n2)CC(c2ccco2)CC3=O)cc1 (configuration not stated),-8%,-5%,1%,3%,?,31%,10%,-16%,-3%
Cn1c(/C(C#N)=C/C2CC=CCC2)nc2ccccc21 (configuration not stated),-6%,8%,3%,-8%,-29%,?,-1%,5%,-7%
Cc1ccc(CCNC(=O)CCn2ccc3cc(S(=O)(=O)N4CCCC4)ccc32)cc1,-10%,-14%,-4%,?,16%,2%,-10%,-7%,-3%
Cn1cnnc1Sc1ccc(S(C)(=O)=O)cc1[N+](=O)[O-],-15%,5%,-16%,-4%,.,84%[activator],105%,2%,-2%

Remaining list, next part.
structure,POLK inh,BAZ2B block,APEX1 inh,JMJD2A Tudor inh,G9a block,POLI inh,POLB inh,POLH inh,BLM inh
COc1ccccc1C(=O)Nc1ccc(C(=O)Nc2ccccc2C(=O)O)cc1,-19%,-9%,-11%,-10%,-20%,-12%,0%,-18%,-6%
O=C(Nc1ccc(Br)cn1)c1ccc(COc2c(F)c(F)cc(F)c2F)o1,-2%,-5%,1%,-3%,-7%[59 µM],5%,.,-2%,.
C=C1C(=O)C23CCC4C(C)(C(=O)OC)CCCC4(C)C2CCC1(O)C3 (configuration not stated),-7%,.,.,-21%,.,?,.,1%,.
CC1CCc2c(sc(N)c2C(=O)OC(C)C)C1 (configuration not stated),-8%,-12%,1%,?,?,12%,-1%,-25%,-1%
Cc1ccc(-c2cc(C(=O)N3CCc4ccccc4C3)[nH]n2)cc1C,-8%,-1%[57.1 µM],-4%,-4%,30%,-11%,21%,-3%,1%
CCC(=O)Nc1cccc(-c2ccc(N3CCN(C)CC3)nn2)c1,11%,5%,26%,1%,-11%,71%[activator],?,-17%,2%
COc1ccccc1OCC(=O)NCCS(=O)(=O)N1CCN(c2ccc(F)cc2)CC1,6%,-5%,16%,-11%,14%,24%,83%,-8%,0%
O=[N+]([O-])c1ccc(C(O)C(CO)NC(=S)Nc2ccccc2)cc1 (configuration not stated),-4%,-8%,15%,-18%,.,189%[activator],35%,-19%,-11%
CCN(C[C@H]1N[C@@](Cc2ccccc2)(C(=O)OC)[C@H]2C(=O)N(C)C(=O)[C@@H]12)C(C)=O,-11%,.,14%,-25%,.,?,.,-3%,.
Cc1cc(-c2ccccc2)c(C#N)c(SCC(N)=O)n1,6%,24%,-13%,-3%,17%[59 µM],16%,33%,2%,-2%
CC(=O)Nc1ccc(NC(=O)CSc2ncnn2-c2ccccc2)cc1,-4%,-22%,0%,3%,-6%,17%,6%,2%,0%
CCOC(=O)N1CCN(C(=O)C2CC(=O)N(Cc3ccc(OC)cc3)C2)CC1 (configuration not stated),-2%,-18%,6%,-3%,-3%[12.7 µM],1%,0%,-2%,1%
Cc1nc2c(C(=O)O)cnn2c(C)c1Cc1ccccc1F,1%,13%,7%,-12%,2%[59 µM],24%,11%,-8%,6%
CCC(NC(=O)CC[C@H]1O[C@@H](n2cc(C)c(=O)[nH]c2=O)C[C@@H]1O)c1ccccc1 (some centres not stated),-5%,.,-4%,-11%,.,25%,.,-17%,.
O=S(=O)(Nc1ccc2c(c1)OCCO2)c1cccc2cccnc12,-8%,?,15%,-12%,?,12%,39%,-16%,-4%
CC(C)c1nnc(N2C(=O)c3oc4ccccc4c(=O)c3C2c2cccc(O)c2)s1 (configuration not stated),7%,0%,.,-1%,-32%[59 µM],26%,10%,-9%,-4%
COc1ccc(NC(=O)CSCc2cc(=O)n3cc(C)sc3n2)cc1,-6%,-2%,-10%,?,18%[0.501 µM],7%,-13%,0%,-12%
Cc1nnc(SCC(=O)N2c3ccccc3C(C)(c3ccc(Cl)cc3)CC2(C)C)s1 (configuration not stated),-14%,1%,-7%,-23%,12%,0%,3%,-16%,-9%
CCc1ccc(C2=NN(CCC(=O)NCCc3ccc(OC)c(OC)c3)C(=O)CC2)cc1,-9%[60.1 µM],5%,.,-2%,-4%[59 µM],12%,10%,14%,2%
COc1ccc(Nc2nc(N)c([N+](=O)[O-])c(NCCO)n2)cc1,4%,-2%,-9%,-18%,.,29%,-26%,?,-6%
Cc1ccc(S(=O)(=O)Nc2ccccc2F)cc1C(=O)NNC(=O)c1csc(N2CCOCC2)n1,-8%,-4%,-23%,-14%,0%,?,.,5%,.
Cc1nnc(NC(=O)CSc2nccn2-c2ccc(F)cc2)s1,10%,.,6%,-12%,-40%,88%[activator],-2%,-14%,1%
CCOC(=O)c1sc2cccc(Cl)c2c1N,-11%,100%[activator],-2%,106%[activator],2%[59 µM],9%,3%,-24%,3%
N#Cc1ccc(-c2ccc(OCC(=O)NN=Cc3ccncc3)cc2)cc1,-9%,.,25%,-17%,.,-5%,.,?,.
O=C(Cc1ccccc1)Nc1ccc(NC(=O)c2cccs2)c(Cl)c1,-6%,5%,-3%,-1%,11%[59 µM],-1%,39%,-19%,6%
O=C(CCCOc1ccc(Cl)cc1)NCCc1ccccc1,-6%,6%,3%,-9%,15%,164%[activator],-1%,-18%,-2%
Cc1nc2ccccc2c2oc(C(=O)N3CCCC(C)C3)cc12 (configuration not stated),-28%,-12%,?,-4%,2%,45%,21%,-18%,-3%
O=C(c1cc(S(=O)(=O)N2CCCCC2)ccc1Cl)N1CCOCC1,-7%,7%,-8%,-3%,-4%,117%[activator],63%,-5%,-1%
Cc1cc(-c2nnc(-c3cccc(C(F)(F)F)c3)o2)no1,-7%,0%,5%,1%,39%,167%[activator],-10%,-17%,-1%
COc1cc(Cl)c(S(=O)(=O)NCCCn2ccnc2)cc1Cl,-7%,-10%,26%,-7%,-8%,22%,17%,3%,-9%
C/C(=N\NC(=O)c1cccnc1)c1cccc([N+](=O)[O-])c1,-6%,-20%,-1%,-13%,21%[59 µM],-1%,6%,0%,-3%
CCc1ccc(C(=O)Nc2cc(C)on2)o1,9%,6%,6%[12.4 µM],5%,22%[59 µM],32%[activator],36%,-15%,1%
